Myeloid diff MLP: induction of myeloid progenitor differentiation, primary screen, cell-based, flow cytometry, MLPCN library. calls only at 10 µM. 360,000 tested, 1% active. AID 624256, 2012. ER-HoxA9 myeloid progenitors, lysozyme-GFP differentiation;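 active = normalized GFP-positive differentiation at or above the plate's own cutoff, the solvent-only control mean plus 3 SD; inconclusive = no clear call, values can overlap the other calls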;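 note: cells exposed to compound for four days before flow analysis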
Myeloid diff MLP GFP+ MAC1+ %: further read-out of Myeloid diff MLP, marked with its call; GFP+ MAC1+ double positive, %; measured here: differentiation confirmed by MAC1 staining
Active calls of the source: *; i = inactive; ? = inconclusive; / = not tested or not shown; & = joins results of further samples.

SMILES	Myeloid diff MLP	Myeloid diff MLP GFP+ MAC1+ %
CCN1C[C@@H]2[C@@H]3C(=O)N(Cc4ccccc4)C(=O)[C@@H]3[C@](CC)(C1=O)N2C(=O)c1ccc(C(C)(C)C)cc1	i	0.4
CC(=O)NC1CCCC(NC(C)=O)C1 (stereo not given)	i	1.4
CN(C(=O)CSc1nnc(COc2ccccc2F)n1N)C1CCCCC1	i	0.6
COc1cc(C(=O)NCC(c2ccco2)N2CCCC2)ccc1OCc1ccccc1 (stereo not given)	i	1.3
OCC#CCSc1nnc(-c2cccc3ccccc23)o1	i	1.4
O=c1[nH]c(=S)[nH]c2c1C(C1CCCCC1)OC(C1CCCCC1)C2 (stereo not given)	i	1.1
Brc1ccc2nc(-c3ccco3)c(CC3CCCCC3)n2c1	i	1.1
Cn1c(=O)c2c(nc(CN3CCc4ccccc4C3)n2CC(=O)c2ccccc2)n(C)c1=O	i	4.3
CC1CC(C)CN(C(=O)CNC(=O)c2sc3ccccc3c2Cl)C1 (stereo not given)	i	0.3
NC(=O)CNCCC(c1ccccc1)c1ccccc1	i	2.4
CC(=O)Nc1cccc(-c2ccnc3c2CC(C)(C(=O)Nc2cccc(Oc4ccccc4)c2)O3)c1 (stereo not given)	i	0.7
Cc1cccc(C)c1NC(=O)C(CCc1ccccc1)N1CCN(C)CC1 (stereo not given)	i	0.9
O=C(Cc1ccccc1[N+](=O)[O-])NNC(=O)c1cccs1	i	1.0
Cc1sc2nc(CSC(C)C(=O)Nc3ccc(C#N)cc3)[nH]c(=O)c2c1C (stereo not given)	i	0.3
O=C(Nc1cccc(Cl)c1Cl)c1csc([C@@H]2O[C@H](CO)[C@H](O)[C@H](O)[C@H]2O)n1	i	0.6
Cc1cc(C)c(NC(=O)CSCc2c(C)noc2C)c(C)c1	i	0.7
Cc1ccc(OCc2nnn(CC(=O)NS(=O)(=O)c3c(C)noc3C)c2-c2ccccc2)cc1	i	0.7
Cn1nc(C(=O)NCc2ccc(F)cc2)c2ccccc2c1=O	i	0.4
Cc1cccc(OCC(O)CNC(=O)c2ccccc2C(=O)O)c1 (stereo not given)	i	0.5
Cc1ccc(C(C)C)c(OCC(=O)Nc2ccc(N3CCOCC3)cc2N2CCOCC2)c1	i	0.4
COc1ccc(CNC(=O)CN2C(=O)NC3(CCCCCCC3)C2=O)cc1	i	1.0
O=C(COC(=O)c1ccccc1F)Nc1ccc(S(=O)(=O)N2CCOCC2)cc1	i	0.9
Cc1cccc(C)c1C(O)c1ncc(-c2ccccc2F)[nH]1 (stereo not given)	i	0.6
O=C(NCc1ccc2c(c1)OCO2)c1cc([N+](=O)[O-])ccc1N1CCOCC1	?	/
Cc1ccc(C(=O)CCC(=O)OCC(=O)N(C)c2c(N)n(Cc3ccccc3)c(=O)[nH]c2=O)cc1	i	0.3

Next part (three carried over from the part before).
SMILES	Myeloid diff MLP	Myeloid diff MLP GFP+ MAC1+ %
Cc1cccc(C)c1C(O)c1ncc(-c2ccccc2F)[nH]1 (stereo not given)	i	0.6
O=C(NCc1ccc2c(c1)OCO2)c1cc([N+](=O)[O-])ccc1N1CCOCC1	?	/
Cc1ccc(C(=O)CCC(=O)OCC(=O)N(C)c2c(N)n(Cc3ccccc3)c(=O)[nH]c2=O)cc1	i	0.3
O=C(Nc1ccc(S(=O)(=O)NC2=NCCCCC2)cc1)c1ccc(Cl)cc1Cl	i	1.7
COc1ccc(/C=C/C(=O)c2c(O)cc(OC)cc2OC)cc1	i	1.7
O=S(=O)(c1ccc(Oc2ccc(F)c(Cl)c2)nc1)N1CCOCC1	i	0.9
c1ccc(C[C@H]2CNCCN2CCCCC2CCCCC2)cc1	i	2.5
O=C(OCc1nnc(-c2ccccc2)o1)c1ccc(-n2cnnn2)cc1	i	0.7
CC1CCC(=NNS(=O)(=O)c2ccc([N+](=O)[O-])cc2)CC1 (stereo not given)	i	1.0
CSCC[C@H](N)C(=O)NC[C@H]1O[C@@H](n2cnc3c(N)ncnc32)[C@H](O)[C@@H]1O	i	1.0
O=C(CCCN1C(=O)NC2(CCCC2)C1=O)N1CCN(S(=O)(=O)c2ccccc2)CC1	i	0.1
COc1ccc2oc(C(=O)Nc3ccc(C)cn3)c(C)c2c1	i	0.7
CCN1C=C(C(=O)c2ccccc2)C(=O)CC1	i	1.3
Cc1cccc(C)c1NC(=O)CN(C)C(=O)c1ccc(N2C(=O)CCC2=O)cc1	i	1.0
ON=C1C2CC=C(c3ccccc3)C1CCC2 (stereo not given)	i	1.3
COc1ccc(Cc2c(-c3ccccc3)nc3c(C)cc(Br)cn23)c(C)c1	i	1.3
COc1ccc(S(=O)(=O)Nc2cccc(S(=O)(=O)NC3=NCCC3)c2)cc1[N+](=O)[O-]	i	0.6
CNc1cnc(-c2ccc(C(=O)N3CCOCC3)cc2)cn1	i	0.2
CCN1C(=O)[C@H]2[C@@H](c3ccc(-c4ccc(OC)cc4)cc3)N[C@@](Cc3ccccc3)(C(=O)OC)[C@H]2C1=O	i	1.5
CN(C(=O)c1ccc2c(c1)OCO2)C1CCS(=O)(=O)C1 (stereo not given)	i	0.5
Cc1ccc(N2C(=O)N(CC(=O)Nc3ccc(C)cc3[N+](=O)[O-])C(=O)C2C)cc1 (stereo not given)	i	0.2
O=C(Cc1cccs1)N1CCN(S(=O)(=O)c2ccc(F)c(F)c2)CC1	i	0.8
CC(C)C[C@H](NC(=O)c1[nH]cnc1C(=O)Nc1ccccc1F)C(=O)OC(C)(C)C	i	0.2
CC(C)CC1C(=O)N(Cc2cn(CC3CCCCC3)nn2)CCS(=O)(=O)N1Cc1ccc(-c2ccc(Cl)c(Cl)c2)cc1 (stereo not given)	i	0.8
O=C(NC1CCCCC1)C(c1ccc(C(F)(F)F)cc1)n1c(=O)c(-c2ccco2)nc2ccccc21 (stereo not given)	i	2.5
O=C1C=C(c2ccc3[nH]ccc3c2)C[C@@H](c2ccc(F)cc2)C1	i	1.2
N#CCCC1(CCC#N)c2ccccc2C(=O)c2ccccc21	i	1.7
O=C(O)c1ccccc1C(=O)N1CCN(S(=O)(=O)c2cccc(C(F)(F)F)c2)CC1	i	1.3
Next records.
SMILES	Myeloid diff MLP	Myeloid diff MLP GFP+ MAC1+ %
CN(CC(=O)Nc1ccc(Cl)c(Cl)c1)CC(=O)Nc1ccc2c(c1)OCO2	i	1.5
CCCCN1C[C@H](c2ccc(Br)cc2)[C@@H](CC(=O)Nc2ccc(Br)cc2)C1=O	i	0.9
Cc1c(N)cccc1[N+](=O)[O-]	i	2.5
CCCCCN(C(=O)CCC(=O)OCC(=O)N1CCCCC1CC)c1c(N)n(CCCC)c(=O)[nH]c1=O (stereo not given)	i	0.1
CCOC(=O)C1=CN(Cc2cccc(F)c2)S(=O)(=O)N(C)C1c1ccccc1 (stereo not given)	i	0.4
CC(C)n1nnnc1SCC(=O)NCc1ccco1	i	2.0
CC(C#N)(NC(=O)CN1CCN(S(=O)(=O)c2ccccc2Cl)CC1)C1CC1 (stereo not given)	i	0.5
CCOc1cccc(/C=C(\C#N)C(=O)NC2CC2)c1	i	0.4
O=C1OC(c2ccccc2)(c2cc(Br)c(O)c(Br)c2)c2ccccc21 (stereo not given)	i	1.3
CCOC(=O)C1=C(C)Nc2ccccc2N=C1NC(=O)c1oc2ccccc2c1COC	i	0.5
COc1ccccc1C(CNC(=O)c1ccc(NS(=O)(=O)c2ccc(C(C)=O)cc2)cc1)N1CCCC1 (stereo not given)	i	1.3
CCCCN(C(=O)Nc1ccccc1)C1CCS(=O)(=O)C1 (stereo not given)	i	0.1
O=C1CCCCc2cc(O)c(O)cc21	i	0.3
Cn1ccc2c(-c3ccc(C(=O)O)cc3)cc3c(c21)C1CCC3C1 (stereo not given)	i	1.3
CC(OC(=O)C1CCN(S(=O)(=O)c2ccc3c(c2)OCCO3)CC1)C(=O)N(C)c1ccccc1 (stereo not given)	i	0.3
CC(=O)c1ccc(OCCCC(=O)Nc2cccc(S(=O)(=O)N3CCCCCC3)c2)cc1	i	0.7
O=C(COC(=O)C1CCC1)NC(=O)c1ccccc1	i	0.8
Cc1ccc2nc(-c3cccc(SC4CCCCC4)c3)c(NC3CCCCC3)n2c1	i	1.7&1.1
CCN(CC(=O)Nc1ccc(OC)cc1)C(=O)c1cc([N+](=O)[O-])ccc1N1CCOCC1	i	1.3
O=C(OCC1OC(Oc2ccc(O)cc2)C(O)C(O)C1O)c1ccccc1 (stereo not given)	i	2.7
CC(C)CN(C(=O)CN(C)C(=O)Cc1ccc(Cl)cc1)c1c(N)n(CC(C)C)c(=O)[nH]c1=O	i	1.5
CCOc1ccc2nc(NC(=O)CN3C(=O)NC4(CCCC4)C3=O)sc2c1	i	0.9
COc1ccccc1N(Cc1ccccc1)S(=O)(=O)c1cccc(C(=O)Nc2ncccc2C)c1	i	1.1
O=C(NNC(=O)C1CCC1)c1ccccc1	i	1.4
CCOC(=O)C1=CCN(S(=O)(=O)c2ccccc2C)C1c1cccc(C)c1 (stereo not given)	i	0.5

Three structures already listed, arranged by number of heavy atoms, smallest number first:
SMILES	Myeloid diff MLP	Myeloid diff MLP GFP+ MAC1+ %
CCOC(=O)C1=CCN(S(=O)(=O)c2ccccc2C)C1c1cccc(C)c1 (stereo not given)	i	0.5
Cc1ccc2nc(-c3cccc(SC4CCCCC4)c3)c(NC3CCCCC3)n2c1	i	1.7&1.1
CC(=O)c1ccc(OCCCC(=O)Nc2cccc(S(=O)(=O)N3CCCCCC3)c2)cc1	i	0.7

New compounds follow.
SMILES	Myeloid diff MLP	Myeloid diff MLP GFP+ MAC1+ %
Cc1cccc(C2CN(C)CCc3c2cc(O)c(O)c3Cl)c1 (stereo not given)	i	1.2
Cc1sc2nc(CN3CCOCC3)nc(N3CCC(C(N)=O)CC3)c2c1C	i	1.0
Cc1cccn2c(=O)c(C(=O)NCCCN3CC(C)CC(C)C3)c(O)nc12 (stereo not given)	i	1.3
COc1ccc(CN(C(=O)CN2C(=O)NC3(CCC(C)CC3)C2=O)C(C)Cc2cccs2)cc1 (stereo not given)	i	0.6
COc1ccc2oc(C(=O)Nc3nc(-c4ccccn4)cs3)c(C)c2c1	i	0.8
CSc1ncnc2ncn(C)c12	i	0.5
CN(C(=O)c1ccc(NC(=O)Cc2cccc([N+](=O)[O-])c2)cc1)C1CC1	i	2.9
O=C(C[C@H]1C[C@H](C(=O)N2CCOCC2)[C@@]2(CCC3CCCC3)c3[nH]c4cc(-c5ccco5)ccc4c3CCN2C1=O)NCCN1CCOCC1	i	0.6
Cc1cccnc1C(NC(=O)C1CCN(CCCc2ccccc2)CC1)c1ccc(Cl)cc1 (stereo not given)	i	0.8
O=C(NN1C(=O)NC2(CCCCC2)C1=O)c1ccc(-c2ccccc2Cl)o1	i	0.5
CC(=O)c1ccc(NC(=O)C(C)Oc2ccc(N(C)S(=O)(=O)c3ccc(C)cc3)cc2)cc1 (stereo not given)	i	2.0
Cc1cc(C(=O)NN=Cc2ccc(-c3ccc(F)cc3)o2)c(C)o1	i	1.6
O=C1N[C@@H](Cc2c[nH]c3ccccc23)COC(=O)[C@H](Cc2ccc(F)cc2)C/C=C\C[C@@H]1CC(=O)N(CCO)Cc1ccccc1	i	1.4
O=C(COC(=O)CSc1ccc(Cl)cc1)Nc1ccccc1	i	1.8
CCN(CC)C(=O)OCCc1cc2ccccc2c(=O)o1	i	2.0
N#Cc1ccccc1S(=O)(=O)N1CCN(C(=O)CN2C(=O)NC3(CCCC3)C2=O)CC1	i	0.7
O=C(COC(=O)COc1cccc(Br)c1)Nc1ccc(F)cc1F	i	0.2
CC(=O)Nc1ccc(C=CC(=O)c2ccc([N+](=O)[O-])cc2)cc1	i	0.4
COC(=O)c1ccc(COC(=O)C2CCN(S(=O)(=O)c3ccc(C)c(C)c3)CC2)o1	i	0.8
OCc1ccccc1SSc1ccccc1CO	i	0.6
Cc1ccc(S(=O)(=O)N2CCOCC2)cc1C(=O)OCC(=O)NCc1ccccc1	i	2.1
Cc1cccc(C)c1OCC(=O)NNC(=O)CCCn1c(=O)oc2ccccc21	i	0.8
CN(CC(=O)Nc1ccccc1Br)C(=O)COc1ccc2ccccc2c1	i	0.6
Cc1cccc(N2CCN(C(=O)C3CC(=O)N(c4ccc5c(c4)OCCO5)C3)CC2C)c1 (stereo not given)	i	1.5
Clc1ccccc1N1CCN(Cc2ccc(Br)o2)CC1	i	0.3

Reformatted field by field: part of the list above.
> Cc1cc(C(=O)NN=Cc2ccc(-c3ccc(F)cc3)o2)c(C)o1
  Myeloid diff MLP: i
  Myeloid diff MLP GFP+ MAC1+ %: 1.6

> O=C(COC(=O)COc1cccc(Br)c1)Nc1ccc(F)cc1F
  Myeloid diff MLP: i
  Myeloid diff MLP GFP+ MAC1+ %: 0.2

> CN(CC(=O)Nc1ccccc1Br)C(=O)COc1ccc2ccccc2c1
  Myeloid diff MLP: i
  Myeloid diff MLP GFP+ MAC1+ %: 0.6

> O=C(NN1C(=O)NC2(CCCCC2)C1=O)c1ccc(-c2ccccc2Cl)o1
  Myeloid diff MLP: i
  Myeloid diff MLP GFP+ MAC1+ %: 0.5

(cont.)
SMILES	Myeloid diff MLP	Myeloid diff MLP GFP+ MAC1+ %
CCN(CC)CCNC(=O)C1(c2ccccc2)CCCCC1	i	1.2
NC(=O)NC(=O)C(OC(=O)CCNS(=O)(=O)c1ccccc1)c1ccccc1 (stereo not given)	i	0.5
O=C(Nc1ccccc1N1CCOCC1)C1=NN(c2ccccc2)C(=O)CC1	i	1.0
COc1cc(C(=O)NCCNC(=O)c2ccco2)cc(OC)c1OC	i	1.2
C[C@@H]1CC[C@]2(O[C@H](CCO)C[C@H](O)[C@H]2O)O1	i	0.0
Cc1cc(C)cc(OCc2nc3ncc(Br)cc3[nH]2)c1	?	/
C=CC(C)(C)c1c(O)c(CC=C(C)C)c(O)c2c(=O)c3ccc(O)c(O)c3oc12	i	3.8
CCCCn1c(N)c(N(CC(C)C)C(=O)Cc2ccc3c(c2)OCCO3)c(=O)[nH]c1=O	i	0.6
CC(=O)Nc1ccc(NC(=O)C(C)OC(=O)CCCOc2ccc(Cl)cc2C)cc1 (stereo not given)	i	0.8
COc1ccc(NC(=O)CSc2nnc(Cc3ccccc3)c(=O)n2N)c(OC)c1	i	1.1
CCC(=O)c1ccc(OCC(=O)Nc2ccccc2N2CCOCC2)cc1	i	0.2

Source: PubChem

A portion of the library. The share of hits here may be higher or lower than overall.
